Screening data (PubChem)
BLM inh = qHTS Assay for Inhibitors of Bloom's syndrome helicase (BLM) | recombinant BLM DNA unwinding, fluorescence dequenching | Potency, µM (top dose mostly 56.1 µM), without a hit: top-dose activity change, negative = inhibition, actives largely listed as inhibitors | 350,000 compounds, 0.2% hits | AID 2528, 2010;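 note: plate controls were vehicle for no effect and no enzyme for full effect; nearly all actives have a fitted effect of over 35% in size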
Pol iota inh = qHTS for Inhibitors of Polymerase Iota; DNA polymerase iota (Homo sapiens), Q9UNA4; Pol iota fluorescent replication assay, 10 min; Potency, µM (titrated, usually from 115 µM), for inactives: at the top dose activity, negative = inhibition, actives largely listed as inhibitors; 390,000 compounds, 1% hits; AID 588590, 2011
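Fluorescent replication assay read twice, at 0 min and 10 min after adding 50 nM (final) substrate. Enzyme (10 nM) and compounds were first incubated 15 min at room temperature; enzyme-free buffer wells were negative controls.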
BAZ2B block = qHTS Assay for Inhibitors of BAZ2B; Bromodomain adjacent to zinc finger domain protein 2B (Homo sapiens), Q9UIF8; AlphaScreen BAZ2B-H3K14Ac peptide displacement; Potency, µM (doses to about 114 µM), for inactives: at the highest dose activity change, negative = inhibition, usual class: inhibitors; 360,000 compounds, 4.4% hits; AID 504333, 2011; note: % is set by controls: 0 for no effect and ±100 for the full control effect; nearly all actives have a fitted effect of over 60% in size
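AlphaScreen displacement of biotin-H3(5-23)K14Ac peptide (50 nM final) from BAZ2B (50 nM final) in PBS pH 7.4, 0.01% Tween-20; complex preformed 30 min RT, then compounds (top 110 uM) 30 min RT, beads 20 min dark.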
POLB inh = qHTS Assay for Inhibitors of DNA Polymerase Beta. AID 485314, 2010. 340,000 compounds, 1.3% hits. Potency, µM (series often up to 114 µM), without a hit: top-dose activity change, negative = inhibition, actives largely listed as inhibitors. P06746. Pol beta primer extension/strand displacement, fluorescence kinetic; note: % is set by controls: 0 for no effect and ±100 for the full control effect
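Reaction started by 50 nM substrate onto compound-treated Pol beta (10 nM, 15 min preincubation, room temperature); plates read at 0 min and 10 min. Normalized concentration-effect data fitted by four-parameter Hill equation.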
Anesthetic bind = qHTS Assay for Identification of Novel General Anesthetics. Ferritin light chain (Equus caballus), P02791. apoferritin/1-aminoanthracene competitive binding, fluorescence. Potency, µM (doses to about 77.5 µM), inactives show at the highest dose activity change, negative = displacement, hits mostly inhibitors. 350,000 compounds, 0.074% hits. AID 485281, 2010; note: % is set by controls: 0 for no effect and ±100 for the full control effect; nearly all actives have a fitted effect of over 20% in size
Target sequence (P02791 2-175 limits assumed): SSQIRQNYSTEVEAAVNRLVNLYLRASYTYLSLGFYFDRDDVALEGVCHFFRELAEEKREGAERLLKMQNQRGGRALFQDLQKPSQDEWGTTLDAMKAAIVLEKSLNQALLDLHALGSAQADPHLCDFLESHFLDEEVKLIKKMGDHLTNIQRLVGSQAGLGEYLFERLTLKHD
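Horse-spleen apoferritin (10 uM) was mixed with 50% saturated 1-aminoanthracene in PBS, exposed to compounds for 10 min at room temperature, and read for fluorescence (ex 380 nm, em 535 nm). Competitive displacement was fitted with a four-parameter Hill equation.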
G9a inh = qHTS Assay for Inhibitors of Histone Lysine Methyltransferase G9a; Histone-lysine N-methyltransferase EHMT2 (Homo sapiens), Q96KQ7; G9a H3K9 monomethylation, AlphaScreen, 2 h; Potency, µM (titrated, usually from 102 µM), without a hit: at the highest dose activity, negative = inhibition, most hits filed as inhibitors; 350,000 compounds, 8.8% hits; AID 504332, 2011; note: % is set by controls: 0 for no effect and ±100 for the full control effect; nearly all actives have a fitted effect of over 75% in size
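Chemiluminescent proximity detection of H3K9 monomethylation, read after 10 min bead incubation in the dark. Reaction: 20 nM G9a, 500 nM biotin-H3K9 peptide, 20 uM SAM cofactor, 2 h, room temperature, following 15 min enzyme-compound preincubation.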
APEX1 inh = qHTS Assay for Inhibitors of the Human Apurinic/apyrimidinic Endonuclease 1 (APE1); Potency, µM (highest dose often 65.8 µM), for the others: top-dose activity change, negative = inhibition, hits mostly inhibitors; 350,000 compounds, 0.35% hits; AID 2517, 2012; recombinant APE1, TAMRA/BHQ-2 abasic DNA cleavage fluorescence;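 note: plate controls were vehicle for no effect and reference inhibitor for full effect; nearly all actives have a fitted effect of over 55% in size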
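Substrate: short duplex with […] THF abasic site, 5'-TAMRA and 3'-BHQ-2, 50 nM final. APE1 at 0.75 nM, preincubated 15 min RT with compound. Fluorescence increase from first to third read measured activity.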
Pol eta inh = qHTS for Inhibitors of Polymerase Eta | recombinant Pol eta, fluorescent DNA replication assay | Potency, µM (doses to about 114 µM), for the others: top-dose activity change, negative = inhibition, most hits filed as inhibitors | 390,000 compounds, 1.2% hits; note: % is set by controls: 0 for no effect and ±100 for the full control effect
Target sequence (Q9Y253 whole entry, looked up): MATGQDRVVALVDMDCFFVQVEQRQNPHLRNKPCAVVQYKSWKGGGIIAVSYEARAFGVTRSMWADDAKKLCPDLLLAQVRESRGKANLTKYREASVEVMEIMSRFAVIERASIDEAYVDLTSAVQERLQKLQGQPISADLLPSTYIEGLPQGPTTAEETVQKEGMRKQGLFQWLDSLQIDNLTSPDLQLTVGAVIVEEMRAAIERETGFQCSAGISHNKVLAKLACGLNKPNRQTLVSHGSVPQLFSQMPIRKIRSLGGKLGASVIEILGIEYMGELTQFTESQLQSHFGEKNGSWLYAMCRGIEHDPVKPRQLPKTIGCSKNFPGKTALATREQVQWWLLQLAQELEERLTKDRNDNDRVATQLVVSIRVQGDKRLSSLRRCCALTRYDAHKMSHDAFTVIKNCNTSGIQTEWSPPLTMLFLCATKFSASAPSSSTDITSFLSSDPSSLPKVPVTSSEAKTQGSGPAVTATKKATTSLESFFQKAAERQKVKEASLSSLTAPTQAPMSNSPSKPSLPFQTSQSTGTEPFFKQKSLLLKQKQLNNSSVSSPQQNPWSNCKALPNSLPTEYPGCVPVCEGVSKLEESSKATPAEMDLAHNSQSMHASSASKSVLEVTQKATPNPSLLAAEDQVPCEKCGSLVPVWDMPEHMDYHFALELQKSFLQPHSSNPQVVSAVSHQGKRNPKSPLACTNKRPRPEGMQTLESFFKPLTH
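Fluorescent replication assay: 50 nM final substrate added after a 15 min room-temperature compound preincubation with 10 nM enzyme. Signal taken at 0 min and again at 10 min.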
Pol kappa inh = qHTS for Inhibitors of Polymerase Kappa | Potency, µM (titrated, usually from 107 µM), for inactives: top-dose activity, negative = inhibition, most hits filed as inhibitors | purified Pol kappa, fluorescent DNA synthesis assay, 10 min | AID 588579, 2011 | 400,000 compounds, 0.53% hits; note: % is set by controls: 0 for no effect and ±100 for the full control effect
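50 nM final substrate added after 15 min RT preincubation of 10 nM Pol kappa with compound; fluorescence read at 0 and 10 min.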
An asterisk follows results filed as active; & = joins results of further samples; [ ] = remark or other dose. Calls come from the whole dose curve; as a rule, active = well fitted curve in the direction sought with a large enough effect; inconclusive = small, poorly fitted or top-dose-only effect, or another doubt; inactive = no such curve, though single readings can be large; an effect the other way counts as inactive or inconclusive. Potency is the fitted concentration of half-maximal effect. An excerpt. The share of hits here may be higher or lower than overall.

CCn1cc(C(=O)N2CCN(c3ccc(F)cc3)CC2)c(=O)c2cc(S(=O)(=O)N3CCOCC3)ccc21 was read as BLM inh 1.9%, Pol iota inh -25.0%, POLB inh -14.6%, Anesthetic bind -9.5%, G9a inh -12.1%[59 µM], Pol eta inh -10.1% and Pol kappa inh -11.4%.
`CCOc1ccccc1NC(=O)Cn1c(=O)n(CCCC(=O)NCc2ccc(C)cc2)c(=O)c2ccccc21` gave BLM inh -6.1%, Pol iota inh 16.3%, BAZ2B block -2.0%, POLB inh -18.0%, Anesthetic bind -1.9%, G9a inh 4.8%[59 µM], Pol eta inh -12.9% and Pol kappa inh 0.0%.
`Cc1ccc(/C=C(\C#N)c2nc3ccccc3[nH]2)s1` gave BLM inh -10.3%, Pol iota inh 10.9%, BAZ2B block -32.7%, POLB inh inconclusive, Anesthetic bind inconclusive, G9a inh -39.3%[59 µM], APEX1 inh -10.4%, Pol eta inh 11.2% and Pol kappa inh -6.5%.
For CC(C)(C)NCC(O)COc1ccccc1C(=O)CCc1ccccc1 (configuration not stated) the results were BLM inh -5.4%, Pol iota inh -7.0%, BAZ2B block -25.8%, POLB inh -19.8%, Anesthetic bind -14.0%, G9a inh 2.9%[59 µM], APEX1 inh 2.6%, Pol eta inh -2.1% and Pol kappa inh -9.8%.
Screening COc1ccc(NC(=O)Cc2c(F)cccc2Cl)cc1 returned BLM inh -4.6%, Pol iota inh 37.8%[activator], BAZ2B block 1.6%, POLB inh 2.7%, Anesthetic bind inconclusive, APEX1 inh 4.0%, Pol eta inh -5.3% and Pol kappa inh 8.1%.
Screening N#C/C(C(N)=O)=C1/CCc2ccccc2N1 returned BLM inh -7.3%, Pol iota inh 17.6%, BAZ2B block -4.2%, POLB inh 0.3%, Anesthetic bind -20.4%, G9a inh inconclusive, APEX1 inh 4.6%, Pol eta inh -10.7% and Pol kappa inh 1.4%.
Cc1cc(C(=O)N2CCC(Cc3ccccc3)CC2)no1 was read as BLM inh -3.9%, Pol iota inh 13.8%, BAZ2B block 0.8%, POLB inh -0.8%, Anesthetic bind -7.0%, G9a inh 38.0%, APEX1 inh 16.5%, Pol eta inh -6.5% and Pol kappa inh -6.4%.
`CC(=O)c1sc(NC(=O)c2ccc(C(C)(C)C)cc2)nc1C` gave BLM inh -8.0%, Pol iota inh 33.3%[activator], BAZ2B block -2.5%, POLB inh 19.4%, Anesthetic bind -7.1%, G9a inh -2.8%, APEX1 inh -1.2%, Pol eta inh -3.9% and Pol kappa inh -13.5%.
For Cc1cnc(C(=O)Nc2ccc3c(c2)CCC3)cn1 the results were BLM inh -5.2%, Pol iota inh -23.4%[58.9 µM], BAZ2B block 1.4%, POLB inh 23.4%, Anesthetic bind -13.4%, G9a inh -46.5%, APEX1 inh -1.4%, Pol eta inh 15.0% and Pol kappa inh -10.4%.
Cc1cccc(CNC(=O)c2ccc3c(c2)N(C)CCS3)c1 was read as BLM inh -4.5%&-10.0%, Pol iota inh 28.7%&-13.9%, BAZ2B block -30.8%, POLB inh 0.2%&0.2%, Anesthetic bind 99.5%&106.3%[activator], G9a inh -42.2%, APEX1 inh 41.0%[activator], Pol eta inh -24.2%&-15.1% and Pol kappa inh -1.4%&-10.0%.
For COC(=O)c1ccc(-c2ccco2)n1Cc1cc(C)ccc1C the results were BLM inh -3.9%, Pol iota inh -0.5%, BAZ2B block -0.8%, POLB inh 7.4%, Anesthetic bind -6.5%, G9a inh -3.4%, APEX1 inh 9.3%, Pol eta inh -1.0% and Pol kappa inh -11.9%.
COc1ccc(OC(C)C(=O)NC2CC(C)(C)NC(C)(C)C2)cc1 (configuration not stated) was read as BLM inh -7.2%, Pol iota inh 5.1%, BAZ2B block 6.4%, POLB inh 0.1%, Anesthetic bind -2.3%, G9a inh -4.6%[12.7 µM], APEX1 inh 5.4%, Pol eta inh -2.7% and Pol kappa inh -0.2%.
Screening COCCC(=O)NC1CCCc2c1cnn2-c1cccc(C)c1C (configuration not stated) returned BLM inh 1.2%, Pol iota inh 75.1%[activator], BAZ2B block 9.6%, POLB inh 6.4%, Anesthetic bind -5.3%, G9a inh -12.9%, APEX1 inh -0.9%, Pol eta inh 2.4% and Pol kappa inh 0.0%.
Screening O=C1Nc2ccccc2C1=Nc1ccc(F)cc1 returned BLM inh -3.4%, Pol iota inh 59.3%[activator], BAZ2B block -3.9%, POLB inh -2.1%, Anesthetic bind 3.1%, G9a inh -9.1%, APEX1 inh 29.2%, Pol eta inh -8.9% and Pol kappa inh -7.6%.
`COc1ccc(-n2c(SCC(=O)NCC3CCCO3)nc3n[nH]c(C)c3c2=N)cc1` (configuration not stated) gave BLM inh 8.4%, Pol iota inh -4.0%, BAZ2B block -32.2%, POLB inh 2.2%, Anesthetic bind -8.5%, G9a inh 4.6%, APEX1 inh inconclusive, Pol eta inh -14.4% and Pol kappa inh -17.0%.
Screening O=C(NCCCN1CCOCC1)c1ccc2c(=O)n(CCc3ccccc3)c(=O)[nH]c2c1 returned BLM inh 0.1%, Pol iota inh 246.5%, BAZ2B block 6.5%, POLB inh 3.6%, Anesthetic bind -7.0%, G9a inh -2.4%[12.7 µM], APEX1 inh 1.1%, Pol eta inh 5.5% and Pol kappa inh -0.9%.
For Cc1ccccc1Nc1c(-c2c[nH]c3ccccc23)nc2ccccn12 the results were BLM inh -1.0%, Pol iota inh -18.5%, BAZ2B block -29.8%, POLB inh 6.5%, Anesthetic bind 1.6%, G9a inh -32.5%[59 µM], Pol eta inh -13.1% and Pol kappa inh -2.5%.
`CC(C)(C)C(=O)NC(=S)NCCc1ccccc1` gave BLM inh -1.3%, Pol iota inh 10.3%, BAZ2B block -3.6%, POLB inh 6.7%, Anesthetic bind -19.7%, G9a inh 11.5%, APEX1 inh -0.5%, Pol eta inh 7.0% and Pol kappa inh -14.6%.
CCOC(=O)C1=C(C)NC(SCC(=O)Nc2cc(C)on2)=C(C#N)C1c1cccs1 (configuration not stated) was read as BLM inh -13.3%, Pol iota inh 25.3%, BAZ2B block -6.3%, POLB inh 0.3%, Anesthetic bind -8.5%, G9a inh -4.7%[12.7 µM], APEX1 inh -5.3%, Pol eta inh 2.1% and Pol kappa inh -2.2%[60.1 µM].
For Cc1ccc(C(=O)COC(=O)c2nc3nccc(C)n3n2)c(C)c1 the results were Pol iota inh 3.4%, BAZ2B block 5.6%, G9a inh 3.5%[12.7 µM], APEX1 inh 6.5%, Pol eta inh -1.7% and Pol kappa inh -4.2%.
Screening O=C(c1cc(-c2ccccc2)nn1-c1ccccc1)N1CCN(S(=O)(=O)c2cccc(F)c2)CC1 returned Pol iota inh -9.3%, BAZ2B block -4.9%, G9a inh -10.1%, APEX1 inh -15.7%, Pol eta inh -9.7% and Pol kappa inh 1.1%.
CCOC(=O)c1c(S(=O)(=O)N2CCN(c3ccc(C(C)=O)cc3)CC2)c(C)n(C)c1C was read as BLM inh 1.1%, Pol iota inh 34.8%[activator], BAZ2B block inconclusive, POLB inh -1.6%, Anesthetic bind -9.1%, G9a inh -2.5%, APEX1 inh -3.0%, Pol eta inh -17.3% and Pol kappa inh -0.7%.
CC(C)C(=O)NC(Nc1cc(C(F)(F)F)ccc1Cl)C(Cl)(Cl)Cl (configuration not stated) was read as BLM inh -5.3%, Pol iota inh 166.9%[activator], BAZ2B block -2.1%, POLB inh -11.7%, Anesthetic bind -17.1%, G9a inh 13.3%[59 µM], APEX1 inh -4.6%, Pol eta inh -25.3% and Pol kappa inh -8.3%.
For Cc1ccc(N(CC(=O)Nc2cccc(Cl)c2C)S(C)(=O)=O)cc1 the results were BLM inh -3.0%, Pol iota inh -20.9%, BAZ2B block 0.6%, POLB inh 14.9%, Anesthetic bind -6.9%, G9a inh 28.0%, APEX1 inh 37.6%, Pol eta inh -6.8% and Pol kappa inh -9.0%.
For O=C(NC1=NCCS1)c1ccc(Cl)c(Cl)c1 the results were BLM inh -1.4%, Pol iota inh 27.0%, BAZ2B block 7.0%, POLB inh -25.6%, Anesthetic bind -8.4%, G9a inh 8.8%, APEX1 inh 7.1%, Pol eta inh -19.4% and Pol kappa inh -18.9%.
Cc1[nH]nc2c1C(c1ccccc1F)CC(=O)N2 (configuration not stated) was read as BLM inh 3.1%, Pol iota inh 23.5%, BAZ2B block 7.8%, POLB inh -1.6%, Anesthetic bind -8.2%, G9a inh -69.7%[2.33 µM], APEX1 inh 3.3%, Pol eta inh -8.6% and Pol kappa inh -10.9%.
O=C(COc1ccccc1)NC(Cc1c[nH]c2ccccc12)C(=O)O (configuration not stated) was read as BLM inh -2.1%, Pol iota inh 17.1%, BAZ2B block -38.7%, POLB inh -7.9%, Anesthetic bind -19.0%, G9a inh 35.5µM*, APEX1 inh -1.6%, Pol eta inh -6.7% and Pol kappa inh -8.4%.
COc1ccc(C2CC(c3cccs3)=NN2C(=O)CCC(=O)O)cc1OC (configuration not stated) was read as BLM inh 1.4%, Pol iota inh 22.1%, BAZ2B block -1.1%, POLB inh 47.8%[activator], Anesthetic bind -5.2%, G9a inh 15.5%[59 µM], APEX1 inh 15.2%, Pol eta inh -10.8% and Pol kappa inh 1.4%.

Reprinted from the results shown, two compounds:
CC(C)C(=O)NC(Nc1cc(C(F)(F)F)ccc1Cl)C(Cl)(Cl)Cl (configuration not stated) was read as BLM inh -5.3%, Pol iota inh 166.9%[activator], BAZ2B block -2.1%, POLB inh -11.7%, Anesthetic bind -17.1%, G9a inh 13.3%[59 µM], APEX1 inh -4.6%, Pol eta inh -25.3% and Pol kappa inh -8.3%.
For Cc1ccc(N(CC(=O)Nc2cccc(Cl)c2C)S(C)(=O)=O)cc1 the results were BLM inh -3.0%, Pol iota inh -20.9%, BAZ2B block 0.6%, POLB inh 14.9%, Anesthetic bind -6.9%, G9a inh 28.0%, APEX1 inh 37.6%, Pol eta inh -6.8% and Pol kappa inh -9.0%.
